# Anesthetic bind – qHTS Assay for Identification of Novel General Anesthetics; Ferritin light chain (Equus caballus), P02791; apoferritin/1-aminoanthracene competitive binding, fluorescence; Potency, µM (top dose mostly 77.5 µM), without a hit: at the top dose activity change, negative = displacement, most hits filed as inhibitors; 350,000 tested, 0.074% active; AID 485281, 2010; also: potency is read from the fitted curve at half-maximal effect; % is scaled to controls: 0 for no effect and ±100 for the full control effect; nearly all actives have a fitted effect of over 20% in size
# Target sequence (P02791 2-175 limits assumed): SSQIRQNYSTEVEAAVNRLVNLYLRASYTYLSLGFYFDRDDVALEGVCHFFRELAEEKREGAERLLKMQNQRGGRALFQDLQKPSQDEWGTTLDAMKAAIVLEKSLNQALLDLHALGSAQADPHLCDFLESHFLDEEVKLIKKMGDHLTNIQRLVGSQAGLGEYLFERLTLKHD
#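 Horse-spleen apoferritin (10 uM) was mixed with 50% saturated 1-aminoanthracene in PBS, exposed to compounds for 10 min at room temperature, and read for fluorescence (ex 380 nm, em 535 nm). Competitive displacement was fitted with a four-parameter Hill equation.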
# ALOX12 inh – Primary qHTS assay for inhibitors of human arachidonate 12S-lipoxygenase (ALOX12): Round 2; 580,000 tested, 1.1% active; Polyunsaturated fatty acid lipoxygenase ALOX12 (Homo sapiens), P18054; Potency, µM (highest dose often 108 µM), without a hit: at the highest dose activity change, negative = inhibition, hits mostly inhibitors; purified 12hLO, xylenol orange hydroperoxide absorbance; also: potency is read from the fitted curve at half-maximal effect; % is scaled to controls: 0 for no effect and ±100 for the full control effect
#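 Hydroperoxide product was detected by ferrous iron/xylenol orange as the 573 to 405 nm absorbance ratio. Arachidonic acid at 40 uM (final) was turned over for 30 min at room temperature by 150 nM human 12hLO, pH 7.0 Hepes buffer, after 15 min compound preincubation.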
# LDHA block – qHTS assay for inhibitors of human lactate dehydrogenase; activity change, % (values are at about 110 or 230 µM); 480,000 tested, 0.15% active; purified LDHA, NADH/diaphorase-resazurin fluorescence; stronger effect = lower value; L-lactate dehydrogenase A chain (Homo sapiens), P00338; in the data active = activity change below about -30%; inconclusive = mostly about -25% to -30%;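 also: plate controls were DMSO wells for no effect and wells without enzyme for full effect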
#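 Enzyme activity of human lactate dehydrogenase 5 (2 nM; 0.06 mM NADH, 0.2 mM pyruvate, 5 min, RT) is measured via a resazurin/diaphorase fluorescence readout of residual NADH.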
# ERG-DNA inh – qHTS for Small Molecule Inhibitors of the ERG Ets/DNA interaction; Transcriptional regulator ERG (Homo sapiens), P11308; 370,000 tested, 0.028% active; Potency, µM (doses to about 76.9 µM), inactives show top-dose FP activity, negative = inhibition, hits mostly inhibitors; fluorescence polarization, His-ERG Ets domain / labelled DNA; active = well fitted inhibition curve with a large enough effect in the polarisation, with a control signal flat; inconclusive = small, poorly fitted or top-dose-only effect, or effect the other way, or a change in a side signal; inactive = no such curve, though single readings can be large or run the other way; the % refers to the polarisation;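 also: polarization taken with two DNA probes labelled with fluorescein and Texas red; potency is read from the fitted curve at half-maximal effect; % of control where 0% means no effect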
#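 His-tagged ERG Ets domain (1 uM in the protein solution; 300mM KCl, 50mM Tris-HCl, 1mM EDTA, 1mM DTT, pH 7.5) received compound, then a probe mix of 5 nM fluorescein-DNA and 100nM Texas-615-DNA. Fluorescence polarization was read for both dyes.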
# APEX1 inh – qHTS Assay for Inhibitors of the Human Apurinic/apyrimidinic Endonuclease 1 (APE1) | DNA repair nuclease/redox regulator APEX1 (Homo sapiens), P27695 | recombinant APE1, TAMRA/BHQ-2 abasic DNA cleavage fluorescence | Potency, µM (highest dose often 65.8 µM), inactives show top-dose activity change, negative = inhibition, hits mostly inhibitors | 350,000 tested, 0.35% active | AID 2517, 2012;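 also: potency is read from the fitted curve at half-maximal effect; plate controls were vehicle for no effect and reference inhibitor for full effect; nearly all actives have a fitted effect of over 55% in size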
# Target sequence (P27695 whole entry, looked up): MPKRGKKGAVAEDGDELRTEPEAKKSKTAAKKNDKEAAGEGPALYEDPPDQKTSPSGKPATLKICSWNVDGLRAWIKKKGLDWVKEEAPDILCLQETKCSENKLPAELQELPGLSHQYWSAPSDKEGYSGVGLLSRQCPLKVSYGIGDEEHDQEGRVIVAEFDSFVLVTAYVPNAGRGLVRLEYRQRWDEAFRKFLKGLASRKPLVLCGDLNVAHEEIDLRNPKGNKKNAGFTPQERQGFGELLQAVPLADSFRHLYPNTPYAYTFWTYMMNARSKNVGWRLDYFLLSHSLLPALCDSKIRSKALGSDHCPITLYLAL
#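 Kinetic fluorescence read (525 ex/598 em nm, three reads 60 s apart) of AP-site incision; signal = third minus first read. Enzyme 0.75 nM, dual-labelled THF duplex 50 nM, compound preincubation 15 min RT.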
# POLB inh – qHTS Assay for Inhibitors of DNA Polymerase Beta; P06746; 340,000 tested, 1.3% active; AID 485314, 2010; Pol beta primer extension/strand displacement, fluorescence kinetic; Potency, µM (doses to about 114 µM), for the others: at the top dose activity change, negative = inhibition, usual class: inhibitors; also: potency is read from the fitted curve at half-maximal effect; % is scaled to controls: 0 for no effect and ±100 for the full control effect
#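 Kinetic readout of DNA synthesis with strand displacement by Pol beta. Compound and 10 nM enzyme sit 15 min at room temperature; 50 nM substrate starts the reaction, read immediately and at 10 min.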
# POLK inh – qHTS for Inhibitors of Polymerase Kappa. DNA polymerase kappa (Homo sapiens), Q9UBT6. purified Pol kappa, fluorescent DNA synthesis assay, 10 min. 400,000 tested, 0.53% active. Potency, µM (series often up to 107 µM), for inactives: top-dose activity, negative = inhibition, most hits filed as inhibitors; also: potency is read from the fitted curve at half-maximal effect; % is scaled to controls: 0 for no effect and ±100 for the full control effect
#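 10 nM Pol kappa was preincubated with compounds for 15 min at room temperature. Reaction started with 50 nM (final) substrate. Fluorescence read kinetically at 0 and 10 min.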
# RGS4 inh – Inhibitors of Regulator of G Protein Signaling (RGS) 4: qHTS; Regulator of G-protein signaling 4 (Homo sapiens), P49798; Transcreener GDP fluorescence polarization, RGS4-accelerated GTP hydrolysis; Potency, µM (highest dose often 114 µM), inactives show at the top dose activity change, negative = inhibition, most hits filed as inhibitors; 390,000 tested, 0.039% active; AID 504845, 2011; also: potency is read from the fitted curve at half-maximal effect; % is scaled to controls: 0 for no effect and ±100 for the full control effect; nearly all actives have a fitted effect of over 75% in size; some results filed as inactive show a strong effect at the top dose
# Target sequence (P49798 whole entry, looked up): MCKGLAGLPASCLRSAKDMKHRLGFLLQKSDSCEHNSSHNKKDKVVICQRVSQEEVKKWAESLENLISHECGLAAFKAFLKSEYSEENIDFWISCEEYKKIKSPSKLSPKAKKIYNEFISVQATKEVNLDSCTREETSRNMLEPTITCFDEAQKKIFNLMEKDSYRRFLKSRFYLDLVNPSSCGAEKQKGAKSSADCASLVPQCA
#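 MLSMR compounds (23 nl, pin-transferred) preincubated 10 min at room temperature with a 500nM (2x) first reagent, then RGS4 at 900nM (2x) plus Transcreener GDP mix added; fluorescence polarization (620/688 nm) read before and after 90 min at 30 °C.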
# POLH inh – qHTS for Inhibitors of Polymerase Eta. recombinant Pol eta, fluorescent DNA replication assay. Potency, µM (titrated, usually from 114 µM), without a hit: at the highest dose activity change, negative = inhibition, usual class: inhibitors. 390,000 tested, 1.2% active. AID 588591, 2011; also: potency is read from the fitted curve at half-maximal effect; % is scaled to controls: 0 for no effect and ±100 for the full control effect
#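 Pol eta at 10 nM preincubated with compounds 15 min at room temperature; reaction started with fluorescent substrate (50 nM final) and read kinetically at 0 and 10 min.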
# * marks the source's active call; other numbers are inactive results; i = inactive; ? = inconclusive; . = no result given; & = joins results of further samples; [ ] = remark or other dose. Unless noted, calls follow the shape of the dose curve; as a rule, active = well fitted curve in the direction sought with a large enough effect; inconclusive = small, poorly fitted or top-dose-only effect, or another doubt; inactive = no such curve, though single readings can be large; an effect the other way counts as inactive or inconclusive. The list is partial; the hit share may differ from the screen's.
SMILES,Anesthetic bind,ALOX12 inh,LDHA block,ERG-DNA inh,APEX1 inh,POLB inh,POLK inh,RGS4 inh,POLH inh
CS(=O)(=O)c1ccc(Cl)c(NC(=O)CSc2n[nH]c(-c3cccs3)n2)c1,.,-4%,3,16%,-12%,.,2%,4%,-8%
Cc1cc(C)c2nc(N(Cc3cccnc3)C(=O)c3ccc(S(=O)(=O)N(C)C)cc3)sc2c1,-4%,-3%,-16,3%,.,7%,-7%[60.1 µM],-12%,-12%
Cc1cccc(CS(=O)(=O)Cc2ccc(C(=O)NC3CCCCC3)o2)c1,-11%,0%,-5,0%,3%,16%,-7%,14%,-2%
Oc1ccccc1C=NCCN=Cc1ccccc1O,-5%,-7%,-1,13%,-2%,25%,-14%,5%[11.4 µM],13%
Cc1ccc(CSc2nnc(SCC(=O)N/N=C/c3ccc(C(=O)O)cc3)s2)cc1,-13%,-4%,-6,-18%,0%,?,-6%,-23%,-21%
CCN(CC)CCCNC(=O)c1cn(-c2cccc(OC)c2)c(=O)c2ccccc12,4%,-4%,-5,-5%,15%,-7%,5%,6%,-19%
COc1cc(C(=O)N/N=C/c2sccc2C)cc(OC)c1OC,-8%,9%,0,2%,-9%,-3%,8%,9%,-14%
Cc1cccn2c(=O)c(C=O)c(Nc3ccc(S(N)(=O)=O)cc3)nc12,12%,.,-5,-4%,-6%,-9%,-11%,-1%,-9%
Cc1ccc(-c2noc(CN(C(=O)c3ccc4c(c3)OCO4)C(C)C)n2)cc1,-3%,17%,-2,17%,-1%,0%,-12%,22%,5%
COc1ccc(OC(C)C(=O)N(C)Cc2nc(-c3ccccc3)no2)cc1 (centres undefined),1%,1%,-4,2%,33%,19%,4%,16%,-21%
COc1ccccc1N1CCN(Cc2cnc3ccc(Cl)cn23)CC1,-2%,26%,-1,5%,70%,-3%,10%,-6%,-2%
CCOC(=O)N1CCN(C(=O)CSc2nc3c([nH]c4ccccc43)c(=O)n2C)CC1,5%,32%[activator],-7,-22%,-1%,9%,-3%,-11%,1%
CCC(C)Nc1nnnc2c1sc1nc3c(cc12)COC(C)(C)C3 (centres undefined),-4%,-10%,-3,2%,-4%,-10%,-40%,-17%,-6%
CCCCn1c(N)c(N(CC(C)C)C(=O)c2cccs2)c(=O)[nH]c1=O,.,-8%,1,-8%,28%,.,-3%,-11%,-2%
CC(=O)Nc1ccc(C(=O)N/N=C/c2ccccc2OC(=O)c2ccc(Cl)cc2)cc1,-22%,146%[activator],-8,0%,-6%,1%,-2%,-16%,7%
CC1CCN(c2oc(-c3ccco3)nc2S(=O)(=O)c2ccccc2)CC1,5%,?,-2,-3%,1%,?,-14%,-42%,-24%
O=C(COC(=O)c1ccc(F)cc1)Nc1ccc2c(c1)OCO2,.,3%,-4,7%,11%,.,-9%,?,-12%
O=C(O)CN1C(=O)/C(=C/c2cccc(Cl)c2)Oc2ccccc21,17%,-12%,-17,-8%,51%[activator],1%,-6%,6%,-2%
O=C(NCCCN1CCCC1=O)c1cccc(S(=O)(=O)Nc2ccc(Br)cc2)c1,.,-28%,-5,16%,-8%,.,-13%,16%,0%
CC1CCCC(NC(=O)CSC2=Nc3ccccc3C3CC=NN23)C1C (centres undefined),.,55%[activator],1,-4%,-1%,.,11%,-16%,-10%
CN(c1ccc(Cl)cc1)S(=O)(=O)c1nnc(NC(=O)C2CCCCC2)s1,-11%,-5%,3,4%,.,0%,-11%,-28%,-19%
COc1ccc(S(=O)(=O)N(C)c2ccc(C(N)=O)cc2)cc1,-9%,-15%,7,-12%,2%,-1%,-7%,-8%,-16%
O=[N+]([O-])C(C1CCS(=O)(=O)C1)C1CCS(=O)(=O)C1 (centres undefined),2%,4%,-12,-7%,-2%,25%,-14%,-53%,-9%
N#Cc1c(-c2ccc(F)cc2)cc(-c2cccnc2)nc1N,1%,-11%,-1,9%,-2%,37%,-15%,6%,1%
Cc1cc(C(F)(F)F)n(-c2nc(C(=O)N/N=C/c3ccc(F)cc3)cs2)n1,-22%,0%,-5,4%,-3%,2%,-13%,-16%,-11%

# (further entries)
SMILES,Anesthetic bind,ALOX12 inh,LDHA block,ERG-DNA inh,APEX1 inh,POLB inh,POLK inh,RGS4 inh,POLH inh
C=CCn1c(SCN2C(=O)c3ccccc3C2=O)nc2ccc(Cl)cc2c1=O,2%,-22%,-2,2%,13%,2%,-12%,13%,-2%
Cc1ccc(-c2nc(NCCN3CCOCC3)c3ccccc3n2)cc1,-18%,2%&-22%,-5&1,.,10%,11%,-4%,16%,-11%
CC(C)C(=O)Nc1c(O)c2ccccc2[nH]c1=O,-7%,-10%,-6,10%,-3%,1%,3%,-36%,-19%
Cc1ccc(C)c(N2CCN(S(=O)(=O)c3ccc4c(c3)CCCN4C(=O)C3CCC3)CC2)c1,-9%,-19%,5,-4%,.,-17%,-1%[60.1 µM],-27%,-17%
Cc1sc(NC(=O)CN2CCOCC2)c(C#N)c1C,5%,i,-6,3%,5%,-8%,-17%,23%,-4%
CC(C(=O)N1CCc2ccccc21)n1cccc1 (centres undefined),?,12%,-3,-5%,1%,26%,-3%,2%,-11%
Nc1nc(SCC(=O)N2CCCC2)[nH]c(=O)c1NC(=O)c1ccco1,2%,20%,-2,4%,6%,2%,-6%,-5%,-11%
CC1(C)NC(=O)N(CC(O)CN(c2cccc([N+](=O)[O-])c2)S(=O)(=O)c2ccccc2)C1=O (centres undefined),1%,-12%,-10,3%,-4%,14%,-4%,2%,4%
O=C(NC(=S)Nc1ccc(CN2CCOCC2)cc1)c1ccco1,-6%,?,-3,-6%,2%,9%,7%,-49%,-21%
CCC(C)N1C(=O)CCC1C(=O)O (centres undefined),-13%,-15%,5,-3%,-2%,4%,7%,0%,-3%
Cc1nn(C(=O)N2CCCCC2)c(C)c1CN1C(=O)c2ccccc2C1=O,-13%,-20%,-4,.,-8%,-12%,-6%,-14%,0%
CCOC(=O)N1CCN(C(=O)CCSc2ccccc2)CC1,-9%,0%,-11,-6%,0%,0%,-18%,-10%,-8%
CCOc1ccccc1NC(=O)c1nc(-c2ccccc2)oc1C,-7%,53%&-8%[activator],1&-1,-2%,2%,2%,-3%,13%,-25%
Cc1nn(C)c(C(=O)N2CCOCC2)c1Cl,-8%,19%,-2,1%,2%,6%,-13%,19%,-10%
O=C(c1cccc(C(F)(F)F)c1)C1CCCN(Cc2cccn2-c2ncccn2)C1 (centres undefined),-22%,-3%,0,7%,3%,12%,3%[60.1 µM],-3%,-13%
COc1ccc(-c2nc3c(c(SCc4cc(C)ccc4C)n2)Cc2c(CO)cnc(C)c2O3)cc1,-1%,1%,-11,-1%,.,12%,-14%,9%,-15%
CCOc1cccc2sc(N(Cc3cccnc3)C(=O)C3CCCCC3)nc12,-5%,-6%,2,1%,.,-17%,-6%[60.1 µM],-23%,5%
O=C(CC(=O)Nc1ccccc1C(F)(F)F)Nc1ccccc1C(F)(F)F,5%,0%,0,-8%,-8%,47%,12%,-14%,-13%
Cc1cccc(NC(=O)CSc2nnnn2-c2ccc3c(c2)OCCO3)n1,-18%,-27%,-4,0%,3%,1%,1%,-47%,-11%
O=C(OCC(=O)N1CCOCC1)c1ccc2[nH]c3c(c2c1)CCCC3,7%,-8%,1,14%,-5%,0%,-8%,-15%,3%
CCN(C(=O)COC(=O)C1COc2ccccc2O1)c1c(N)n(Cc2ccccc2)c(=O)[nH]c1=O (centres undefined),.,17%,-7,1%,.,.,-1%,8%,-12%
O=C(NNC(=S)NCc1ccccc1)c1ccc(Br)cc1,-2%,-15%,-4,1%,10%[12.4 µM],-17%,-9%,?,-18%
Cc1ccccc1S(=O)(=O)Cc1ccc(C(=O)NC2CCCCCC2)o1,-6%,-17%,-2,15%,-8%,12%,0%,48%[11.4 µM],12%
COc1ccccc1-c1nnc(C2CCN(S(=O)(=O)c3ccc(F)c(C)c3)CC2)o1,7%,3%,-3,3%,.,-13%,-15%,11%,-9%
Cn1c(C23CC4CC(CC(C4)C2)C3)n[nH]c1=S,?,?,-4,.,0%,24%,-6%,-36%,-3%

# Entries of single compounds, quoted from the list:
# Shown for O=C(NCCCN1CCCC1=O)c1cccc(S(=O)(=O)Nc2ccc(Br)cc2)c1 → Anesthetic bind: .; ALOX12 inh: -28%; LDHA block: -5; ERG-DNA inh: 16%; APEX1 inh: -8%; POLB inh: .; POLK inh: -13%; RGS4 inh: 16%; POLH inh: 0%
# Shown for Cc1ccc(-c2nc(NCCN3CCOCC3)c3ccccc3n2)cc1 → Anesthetic bind: -18%; ALOX12 inh: 2%&-22%; LDHA block: -5&1; ERG-DNA inh: .; APEX1 inh: 10%; POLB inh: 11%; POLK inh: -4%; RGS4 inh: 16%; POLH inh: -11%
